# Screening data deposited in PubChem BioAssay by several laboratories.
# H9c2 protect = cardioprotection against H2O2-induced cell death, primary screen, uHTS, H9c2 cells, ATPLite luminescence. protection from H2O2 cell death, % at 20 µM. 360,000 compounds, 0.63% hits. H9c2 cardiomyocytes, H2O2 injury protection, 2 h. AID 588492, 2011;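 active means compounds giving at least 50% protection of heart cells from peroxide-induced death in the single-dose screen, raw or plate-pattern-corrected value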;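 further: 0% = DMSO wells with peroxide and 100% = DMSO wells without peroxide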
# aDG glyco act = activators of alpha-DG glycosylation, primary screen, uHTS, Pro5-aDG cells, AlphaScreen; alpha-DG glycosylation AlphaScreen (IIH6); 0% Pro5, 100% B10-LARGE cell signal; activation, % at 10 µM; 360,000 compounds, 0.22% hits; AID 624168, 2012;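 active means activation of at least 8% versus controls, or a plate z-score of at least 8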;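 further: Pro5 are CHO cells carrying HIG-tagged alpha-DG that lacks glycosylation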
# PDI inh = inhibitors of human PDI, primary screen, biochemical, turbidity, single point, plate reader; 350,000 compounds, 0.052% hits; Protein disulfide-isomerase (Homo sapiens), P07237; PDI insulin aggregation turbidity, A650, 90 min; inhibition, % at 10 µM; AID 588391, 2011;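 active means mean inhibition across replicates of 30% or more, whatever share of single replicates reach that level; inconclusive means mean inhibition below 30% while every single replicate reaches 30%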;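 further: absorbance from insulin aggregation driven by PDI reduction with DTT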
# Glyco luc inh = increase of ERlucT glycosylation luciferase signal, primary screen, N-linked glycosylation inhibitor project, D54 ERlucT cells, luminescence, set 2; D54 ERlucT glycosylation luciferase reporter, 24 h; percent of 100 nM tunicamycin response; reporter increase, % at 12.5 µM; 360,000 compounds, 0.23% hits;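 active means mean luciferase reporter signal, scaled so untreated is 0 and the glycosylation-blocking control 100, at or above a set limit in every replicate; inconclusive means mean reaches the limit but not every replicate does; inactive means mean below the limit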;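 further: luciferase carries N-glycosylation sites so blocking glycosylation raises the light; 0% = median of neutral control wells and 100% = median of 100 nM tunicamycin wells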
# CaV13 FRET inh = Disruptors of the CACNA1D IQ motif to Ca2+-dependent inactivation inhibitor domain association, primary screening, Förster resonance energy transfer in intact living …; HEK cells, CFP/YFP FRET ICDI-IQ, plate reader, 10 min; percent FRET-ratio fall versus neutral wells; 340,000 compounds, 0.098% hits; inhibition, % at 12.3 µM;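 active means mean replicate inhibition of at least 30% and at least 1% of replicates passing that level; inconclusive means only one of the two criteria is met; inactive means neither criterion is met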;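 further: 0% = median of the neutral control wells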
# m5-HT2A agonist = mouse Htr2a agonists via beta-arrestin recruitment, primary screen, cell-based, luminescence; 5-hydroxytryptamine receptor 2A (Mus musculus), P35363; CHO-K1 mHTR2A beta-arrestin complementation; percent of 30 µM serotonin response; activation, % at 7.6 µM; 360,000 compounds, 0.66% hits; AID 624169, 2012;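 active means activation above a run cutoff, the mean activation of all tested compounds plus 3 SD, cut at about 14% in these data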;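 further: 0% = plate median of compound wells and 100% = 30 µM serotonin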
# MC4R ag barr = MC4R agonists recruiting beta-arrestin, primary screen, cell-based, luminescence, agonist arm of biased-ligand search | activation, % at 8.9 µM | U2OS MC4R beta-arrestin complementation; percent of melanotan II response, DMSO zero | 360,000 compounds, 0.98% hits;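 active means activation above a per-plate cutoff, the mean activation of sample wells on that plate plus 3 SD, cut at about 8% in these data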
# ABCB6 inh MLPCN = ABCB6 transporter inhibitors, primary screen, K562-ABCB6 cells, flow cytometry, MLPCN library | K562-ABCB6 porphyrin accumulation, 1 h; hits give low values | AID 602162, 2011 | ATP-binding cassette sub-family B member 6 (Homo sapiens), Q9NP58 | fluorescence ratio to DMSO, % at 10 µM | 360,000 compounds, 0.19% hits;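 active means fluorescence ratio to DMSO below 75%, the collection mean minus 3 SD; inconclusive means too few cells collected in the well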;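 further: signal is porphyrin accumulated inside mitochondria; 100% equals median channel fluorescence of DMSO control wells; lower ratio means ABCB6 inhibition with less porphyrin fluorescence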
# Target sequence (Q9NP58 whole entry, looked up): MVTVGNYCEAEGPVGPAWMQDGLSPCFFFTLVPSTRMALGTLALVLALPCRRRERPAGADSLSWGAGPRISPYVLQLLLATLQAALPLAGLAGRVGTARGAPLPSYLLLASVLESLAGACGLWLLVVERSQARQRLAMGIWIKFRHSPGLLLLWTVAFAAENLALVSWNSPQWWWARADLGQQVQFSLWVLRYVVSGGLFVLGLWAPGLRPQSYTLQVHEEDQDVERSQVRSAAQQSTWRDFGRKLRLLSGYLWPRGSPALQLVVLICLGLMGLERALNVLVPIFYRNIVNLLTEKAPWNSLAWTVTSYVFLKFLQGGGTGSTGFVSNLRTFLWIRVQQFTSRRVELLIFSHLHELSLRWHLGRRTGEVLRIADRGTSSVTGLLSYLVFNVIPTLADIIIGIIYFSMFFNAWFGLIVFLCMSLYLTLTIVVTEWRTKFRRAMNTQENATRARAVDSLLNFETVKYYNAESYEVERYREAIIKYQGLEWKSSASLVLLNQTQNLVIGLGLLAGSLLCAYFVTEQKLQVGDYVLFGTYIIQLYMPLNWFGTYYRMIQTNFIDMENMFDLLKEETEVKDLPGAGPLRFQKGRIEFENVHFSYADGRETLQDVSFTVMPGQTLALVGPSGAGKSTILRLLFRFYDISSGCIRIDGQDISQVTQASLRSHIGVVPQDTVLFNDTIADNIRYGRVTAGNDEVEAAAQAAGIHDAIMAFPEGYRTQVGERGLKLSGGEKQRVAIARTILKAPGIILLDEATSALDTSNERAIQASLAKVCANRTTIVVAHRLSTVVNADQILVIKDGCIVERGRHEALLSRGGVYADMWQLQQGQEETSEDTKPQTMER
# MC4R antagonist = MC4R antagonists of cAMP signaling, primary screen, cell-based, TR-FRET, antagonist arm of biased-ligand search; inhibition, % at 6.5 µM; AID 540295, 2011; 360,000 compounds, 0.48% hits; MC4R-expressing cells, MTII-stimulated cAMP, LANCE TR-FRET; Melanocortin receptor 4 (Homo sapiens), P32245;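 active means inhibition above its plate's cutoff, the mean of tested wells on that plate plus 3 SD, cut at about 29% in these data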;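 further: 0% = Melanotan II alone and 100% = Melanotan II plus saturating MCL0020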
#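 Assay system: U2OS-MC4R stable cell line; Also added: Melanotan II; Technique: Eu-cAMP/anti-cAMP TR-FRET, emission 671 nm; Times: 30-min compound, 1-h challenge, 1-h detection, room temperature.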
# Vif inh = HIV Vif self-association inhibitors, primary screen, imaging, HEK293T, single point; HEK293T cells, Vif self-association by quenched fluorescence, 24 h; inhibition, % at 7.49 µM; 340,000 compounds, 0.35% hits; AID 602346, 2012; in the data active means inhibition above about 50%, passing the limit was not always enough; inconclusive means no clear call, values can overlap the other calls; inactive means below about 31%; further: some results filed as inactive read as strong as hits
# * = called active by the depositor; ? = inconclusive; . = no result given.
SMILES,H9c2 protect,aDG glyco act,PDI inh,Glyco luc inh,CaV13 FRET inh,m5-HT2A agonist,MC4R ag barr,ABCB6 inh MLPCN,MC4R antagonist,Vif inh
Cc1ccnc2nc(C(=O)Nc3nnc(-c4ccccc4)o3)nn12,5.3,0.1,12.1,0.5,-6.1,5.4,-2.8,102.0,-2.8,1.4
Cc1cc2ccccc2c(=O)n1CC(=O)NCC1COc2ccccc2O1 (stereo not drawn),-1.5,0.2,3.3,1.3,-1.4,13.1,0.4,92.0,-2.6,4.3
Cc1ccc(CNC(=O)CCS(=O)(=O)c2ccc3c(c2)oc(=O)n3C)cc1,-0.9,-0.1,-3.4,0.0,-3.6,-4.4,-2.2,97.0,2.1,-4.5
COc1ccc(NC(=S)Nc2cccc([N+](=O)[O-])c2)cc1,-2.9,0.3,-5.5,0.9,-4.7,-2.8,-1.5,90.0,2.2,-0.3
COC(=O)[C@H](Cc1ccc(O)cc1)NCCCn1cnc(C(=O)Nc2ccc(C)c(C)c2)n1,1.5,0.0,20.6,0.0,-4.6,5.2,-1.2,97.0,0.8,.
CC(C)(C)NC(=O)NC(=O)COC(=O)C1c2ccccc2Oc2ccccc21,-0.8,0.0,-8.8,-0.6,-7.2,-1.3,1.8,89.0,-1.9,3.9
CC(C)[C@@H](CO)NC(=O)[C@H]1O[C@@H](n2cnc3c(N)ncnc32)[C@H](O)[C@@H]1O,-2.0,-0.1,.,0.3,-6.2,2.0,.,99.0,.,5.0
COc1ccc2c(Cl)c(-c3nnc(SCC(N)=O)n3C)sc2c1,1.0,1.4,10.1,-1.2,-3.5,-3.3,0.8,98.0,-3.0,-0.6
CN(C)/C=C/C1=C([N+](=O)[O-])C(c2cccc([N+](=O)[O-])c2)NC(=O)N1 (stereo not drawn),-3.3,0.0,2.2,1.1,-2.2,-2.8,0.9,94.0,3.7,3.3
CN(Cc1nc(-c2cccs2)no1)CC1COCCO1 (stereo not drawn),3.3,-0.5,-18.9,0.0,-3.9,4.0,-1.1,101.0,-1.1,3.8
COc1ccc(N(CC(=O)NCCSC2CCCCC2)S(=O)(=O)c2ccc(C)cc2)cc1,-3.0,-0.3,-5.7,-2.8,-5.4,-2.4,0.4,100.0,5.7,4.8
O=C(O)c1cccc(Cn2c(Cl)c(/C=N/Nc3ccccc3)sc2=O)c1,-5.7,-0.2,3.5,1.2,.,-2.5,-2.0,98.0,25.2,-1.4
CCCOc1ncnc2c1[nH]c1ccc(OC)cc12,-5.3,0.4,2.2,-7.5,-3.9,4.2,-0.8,99.0,18.0,-22.9
Cc1cc(C)cc(NC(=O)c2ccc(S(=O)(=O)NCc3cccnc3)cc2)c1,2.7,-0.1,0.2,1.4,-5.6,-2.6,0.1,91.0,-4.2,-1.5
Cc1c(CCC(=O)O)c(=O)oc2cc(OCc3ccccc3Br)ccc12,2.7,0.1,4.1,0.9,-2.9,0.2,2.1,101.0,12.1,4.0
C[C@H]1CN([C@@H](C)CO)C(=O)CCCn2nncc2CO[C@@H]1CN(C)S(=O)(=O)c1cccc(C#N)c1,11.9,-0.2,0.3,1.2,-6.9,6.5,0.9,100.0,27.6,.
CCNC(=O)COC(=O)/C=C/c1ccccc1[N+](=O)[O-],-5.0,0.3,-2.9,-1.0,.,-2.5,-0.3,147.0,-4.6,-8.3
O=C(NCCOc1ccccc1Cl)c1cccc2c1C(=O)c1ccc(Cl)cc1S2(=O)=O,13.2,-0.1,-1.2,2.3,-11.6,2.8,-0.7,98.0,-17.5,-0.4
Cc1cc(C(=O)NNC(=O)Nc2cccc(C(F)(F)F)c2)no1,2.1,-0.1,3.5,1.4,-4.0,5.8,1.9,102.0,0.1,-1.7
CCOC(=O)N1CCN(C(=O)c2ccc(CS(=O)(=O)c3ccc(OC)cc3)o2)CC1,8.4,-0.3,-0.9,-1.7,-0.5,-2.5,-2.0,99.0,13.0,-1.6
CC(=O)c1ccc(NC(=S)Nc2cccc3ccccc23)cc1,-7.2,0.7,0.9,-1.2,-2.7,-1.4,-3.1,99.0,-0.1,16.6
COc1ccc(C(=O)O/N=C(\N)c2ccccc2Cl)cc1OC,-1.4,0.0,-1.4,4.9,-17.6,10.8,-0.2,102.0,18.9,-1.0
O=C(CSc1nc2ccccc2[nH]1)N1CCN(S(=O)(=O)c2ccc(Cl)cc2)CC1,-12.3,0.1,0.6,1.4,-4.4,5.8,1.2,107.0,10.6,-2.5
COc1cccc(N2CCN(C(=O)c3nc4nc(C)cc(C)n4n3)CC2)c1,-2.0,-0.1,-0.5,3.5,-4.1,-2.7,-1.6,99.0,4.8,-0.3
Cc1cc(C)c(NC(=O)CSc2nnc(CNC(=O)c3ccco3)o2)c(C)c1,-3.4,0.0,2.3,-3.7,-4.3,-1.8,-2.7,92.0,1.7,-9.2
SMILES,H9c2 protect,aDG glyco act,PDI inh,Glyco luc inh,CaV13 FRET inh,m5-HT2A agonist,MC4R ag barr,ABCB6 inh MLPCN,MC4R antagonist,Vif inh
C/C(=N\N1CCN(c2ccccc2)CC1)c1ccccc1O,-3.6,-0.1,0.4,0.5,-5.2,3.4,-1.7,99.0,8.3,-4.8
O=C(Nc1cc(Cl)ccc1Cl)c1ccco1,4.9,-0.1,-3.4,0.9,-2.5,4.7,0.1,96.0,2.4,14.6
CCC(=O)Oc1ccc(C(=O)Nc2ccc3c(c2)C(=O)N(C2CCCCC2)C3=O)cc1,-4.6,1.5,-12.9,5.1,-6.1,3.7,2.6,99.0,1.6,-6.7
COc1ccc(CC(=O)Nc2ccc(C(=O)Nc3nccs3)cc2)cc1OC,2.2,-0.2,-1.8,-1.3,.,1.5,0.9,101.0,28.1,-12.1
Cc1ccn(-c2cc(O)c(-n3ccc(C)n3)cc2O)n1,4.5,1.0,3.1,-1.2,6.1,5.7,-1.7,98.0,-8.2,4.7
CCc1nnc2n1N=C(c1ccc([N+](=O)[O-])cc1)CS2,2.4,0.1,-2.2,0.7,-4.4,3.6,-1.5,95.0,1.0,-5.1
O=C(O)CCC1C(=O)NC(=O)CC1c1ccccc1 (stereo not drawn),4.9,0.2,-1.6,2.3,-5.4,0.9,-2.0,104.0,5.8,15.6
CC(Oc1ccccc1F)C(=O)/C=C/N(C)C (stereo not drawn),0.7,-0.2,2.2,-0.7,-8.8,-4.4,-1.1,100.0,2.3,-5.6
COc1ccc(CC2(CO)COc3ccccc3C2=O)cc1 (stereo not drawn),-1.0,-0.2,14.0,13.7,-4.6,-4.6,-0.9,105.0,-4.5,-2.7
CCCCN(CC)CCCNC(=O)Cn1nc(Cc2cccnc2)c2ccccc2c1=O,6.2,-0.1,-4.1,0.0,-4.7,1.8,-1.2,102.0,1.7,-1.2
CCC(OC(=O)CN1C(=O)C(=O)c2ccccc21)C(=O)Nc1ccccc1OC (stereo not drawn),1.3,0.2,-0.9,1.5,-4.2,-3.4,-2.6,85.0,-20.5,3.1
c1ccc2c(c1)N1CCCN=C1N2CCN1CCCCC1,-8.4,0.4,9.2,3.4,-14.9,-7.1,-3.4,101.0,9.9,2.3
O=S(=O)(O)c1nc2ccccc2n1Cc1ccc(Cl)cc1,0.9,-0.2,2.1,-0.3,.,1.8,-2.3,94.0,6.4,18.8
CCOc1ccccc1OCC(=O)Nc1ccc(Cl)cc1Cl,-3.6,0.2,-1.3,0.7,-4.2,2.4,-0.6,91.0,2.7,1.3
CCOc1ccc(NC(=O)CN2CCCC2c2cccs2)cc1S(=O)(=O)N1CCCC1 (stereo not drawn),1.4,-0.4,-2.9,-2.2,-4.6,-7.5,-1.1,96.0,3.0,12.6
O=C(c1cccs1)N1C[C@@H](n2cc(C3CC3)nn2)[C@H](O)C[C@@H]1c1ccc(Cl)cc1,4.0,-0.1,-1.6,2.2,-6.7,-6.1,0.9,97.0,3.1,0.4
CSc1ccccc1NC(=O)CN(C)Cc1ccc(Br)cc1,-1.3,0.1,-2.1,-4.4,-1.9,-2.2,0.3,100.0,16.9,-37.6
O=Cc1c[nH]c2cccc(OCc3ccccc3)c12,-11.0,0.1,-6.6,8.8,-6.3,2.0,-2.4,97.0,-7.9,1.5
CC(C)(C)c1nn(-c2ccccc2)c2[nH]c(=O)c(CNc3ccc4c(c3)OCCO4)cc12,38.0,-0.2,-2.9,-5.8,.,-14.8,1.0,103.0,14.9,-0.9
Cn1c(N)c(C(=O)COC(=O)c2ccc3c(c2)OCCO3)c(=O)n(C)c1=O,-2.0,-0.2,-3.5,-1.2,-5.3,-1.7,-1.1,88.0,-1.1,-2.1
O=C(/C=C/c1ccccc1)NC1CC2CCC1C2 (stereo not drawn),0.0,0.0,-8.5,-2.1,-5.2,-3.0,1.8,105.0,9.2,-1.7
Cc1cccc(NC(=O)C2CCN(S(C)(=O)=O)CC2)c1C,-3.6,-0.1,3.0,1.2,-3.8,-4.2,-0.6,101.0,2.2,7.4
COc1ccc(NC(=O)Nc2cccs2)cc1Cl,-8.8,0.0,5.8,-1.0,-2.5,-1.0,-2.4,102.0,-6.1,3.1
COc1ccc(CC(=O)Nc2ccc3nc(C)sc3c2)cc1OC,3.9,1.0,-0.2,-1.2,0.4,4.8,-0.7,96.0,24.0,?
O=C1C2C3c4ccccc4C(c4ccccc43)[C@@H]2C(=O)N1c1cccnc1 (stereo partly drawn),23.1,-0.2,-2.7,1.6,-1.0,4.5,-3.3,106.0,2.4,-0.1
CCN(CC)c1ccc(NC(=O)CSc2nnc(N)s2)cc1C,-2.3,0.1,.,1.1,-2.2,0.9,-1.7,101.0,1.6,6.2
COc1ccc(C(=O)Nc2ccc(C3(C#N)CCCC3)cc2)cc1,-3.5,0.2,8.2,-3.4,-6.5,-0.5,-3.1,101.0,11.0,-15.4
